tim23-1 inh: growth inhibitors of tim23-1 mutant yeast | S. cerevisiae tim23-1 growth, BacTiter-Glo luminescence, 24 h | inhibition, % at 20 µM | 330,000 compounds, 1.3% hits;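 active = growth inhibition of the mutant yeast at or above 50%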;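 note: temperature-sensitive mutant grown at 25 °C; plate controls were DMSO-treated mutant yeast for no effect and medium wells lacking yeast for full effect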
Mdm2 MdmX PPI: disrupts the human Mdm2-MdmX interaction | O15151+Q00987 | SaOS-2 split-luciferase Mdm2/MdmX complementation, luminescence | inhibition, % at 8 µM | 330,000 compounds, 3% hits | AID 485346;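 active = inhibition of at least 50% at 8 µM in the primary screen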
TIM10 inh: TIM10 yeast growth inhibition | inhibition, % at 10 µM | 330,000 compounds, 1.4% hits | AID 463195 | S. cerevisiae TIM10 strain growth, BacTiter-Glo luminescence, 24 h;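 active = inhibition of 40% or more at the single tested concentration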;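 note: wild-type TIM10 isogenic control strain grown at permissive 25 °C; 0% = DMSO yeast wells and 100% = minimal medium wells without yeast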
CXCR6 block: inhibitors of human CXCR6 receptor | O00574 | inhibition, % at 20 µM | CHO-K1 PathHunter CXCR6 beta-arrestin, luminescence | AID 602244 | 360,000 compounds, 0.36% hits; in the data active = inhibition above about 34%, passing the limit was not always enough;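 note: antagonist mode with CXCL16 agonist at 10 nM final; 0% = 10 nM CXCL16 with DMSO and 100% = unstimulated wells without agonist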
Target sequence (O00574 whole entry, looked up): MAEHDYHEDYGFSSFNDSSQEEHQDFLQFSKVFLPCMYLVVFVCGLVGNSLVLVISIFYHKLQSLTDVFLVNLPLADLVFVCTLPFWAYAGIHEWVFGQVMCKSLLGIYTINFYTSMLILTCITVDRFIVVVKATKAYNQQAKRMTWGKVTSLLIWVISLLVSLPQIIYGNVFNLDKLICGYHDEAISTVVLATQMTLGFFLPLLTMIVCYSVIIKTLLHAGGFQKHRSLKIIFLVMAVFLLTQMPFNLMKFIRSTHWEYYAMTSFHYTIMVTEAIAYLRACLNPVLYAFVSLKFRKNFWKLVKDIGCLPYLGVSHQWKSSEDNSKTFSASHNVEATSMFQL
APJ ag: APJ receptor agonism; P35414; CHO-K1 APJ PathHunter beta-arrestin, luminescence; 0% DMSO wells, 100% apelin; activation, % at 20 µM; 330,000 compounds, 0.11% hits; AID 2520;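 active = activation more than six SD over the plate average, tested at 20 µM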;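 note: 0% = DMSO alone and 100% = apelin-13 at 10 nM; some results filed as inactive read as strong as hits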
Target sequence (P35414 whole entry, looked up): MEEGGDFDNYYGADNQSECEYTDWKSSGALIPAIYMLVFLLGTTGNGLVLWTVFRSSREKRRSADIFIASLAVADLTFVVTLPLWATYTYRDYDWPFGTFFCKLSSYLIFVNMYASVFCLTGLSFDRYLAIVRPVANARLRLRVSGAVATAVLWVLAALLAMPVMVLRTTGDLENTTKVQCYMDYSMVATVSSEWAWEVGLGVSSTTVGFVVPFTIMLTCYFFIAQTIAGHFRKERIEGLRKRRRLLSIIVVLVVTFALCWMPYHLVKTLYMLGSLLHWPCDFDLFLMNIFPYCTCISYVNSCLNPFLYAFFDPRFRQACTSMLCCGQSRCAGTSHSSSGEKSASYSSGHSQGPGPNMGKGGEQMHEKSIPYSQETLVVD
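Material: CHO-K1 APJ beta-arrestin complementation cell line; Input: cell density 1000 per well; Incubation: compound stimulation 90 min at 25 °C, detection 60 min; Signal: luminescence from split beta-galactosidase complementation, Galacton Star/Emerald II substrate; Controls: DMSO-only wells as negative, 10 nM Apelin-13 as positive control.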
APJ antagonist: antagonists of human APJ apelin receptor. inhibition, % at 20 µM. 330,000 compounds, 0.32% hits. CHO-K1 APJ beta-arrestin complementation, luminescence. AID 2521;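 active = inhibition above about 40% at 20 µM, limit read from the data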;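 note: cells challenged with 10 nM apelin-13 agonist together with compound; plate controls were apelin-13 plus DMSO wells for no effect and DMSO wells lacking apelin-13 for full effect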
CHOP UPR activ: activators of apoptotic arm of unfolded protein response (CHOP); 330,000 compounds, 0.34% hits; CHO-CHOP luciferase reporter, UPR activation, luminescence; percent of tunicamycin response over DMSO baseline; activation, % at 10 µM;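 active = at 10 µM dose, activation of 40% or more, normalized to positive control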;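 note: 100% = tunicamycin at 10 µg/mL and 0% = DMSO alone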
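System: CHO-CHOP luciferase reporter cell line; amount: 500 cells/well; buffer or medium: F12 medium containing 10% fetal bovine serum; incubation: 6 h compound exposure at 37 °C after overnight seeding; measured by: luciferase luminescence after 10 min with Steady-Glo reagent; evaluation: % reporter activation, DMSO baseline versus tunicamycin full activation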
UPR XBP1 act: adaptive UPR (XBP1) activation; CHO-XBP1 luciferase reporter, IRE1-XBP1 UPR activation, luminescence; percent of tunicamycin response, DMSO as zero; AID 463104; activation, % at 20 µM; 330,000 compounds, 0.33% hits;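 active = versus positive control, 20 µM dose yields 30% or more activation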;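 note: 100% = tunicamycin at 10 µg/mL and 0% = DMSO only wells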
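Material: CHO-XBP1 cells stably carrying IRE1-XBP1-driven luciferase reporter / Amount: 1000 cells per well / Compound: 20 µM, 1% DMSO / Times: 6 h treatment, 37 °C / Detection: luciferase luminescence / Measure: % activation of reporter signal versus tunicamycin and DMSO controls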
tim10-1 inh: growth inhibitors of tim10-1 mutant yeast. S. cerevisiae tim10-1 ts strain growth, BacTiter-Glo, 24 h. inhibition, % at 20 µM. 330,000 compounds, 2.2% hits;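 active = inhibition of at least 40%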;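 note: mutant grown at 25 °C; 0% = DMSO wells with yeast and 100% = wells holding no yeast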
* hit, by the source's call; nt = not tested or not shown.

SMILES	tim23-1 inh	Mdm2 MdmX PPI	TIM10 inh	CXCR6 block	APJ ag	APJ antagonist	CHOP UPR activ	UPR XBP1 act	tim10-1 inh
Cc1ccc(C(CC(=O)NCc2ccco2)c2ccccc2)c(O)c1 (configuration not stated)	20.0	-11.6	-0.2	-5.0	1.1	-4.7	-1.3	-4.5	35.6
COc1ccc(OCCOCCN2CCN(C)CC2)cc1	14.1	-25.9	-9.0	-10.8	0.3	9.0	3.6	0.6	-10.6
Cn1c(SCC(=O)NCc2ccco2)nnc1-c1ccccc1	12.7	-1.7	11.6	-3.3	1.1	5.7	-0.5	-1.6	3.9
CCSc1ncc(Cl)c(C(=O)Nc2ccccc2Cl)n1	7.5	16.7	-13.6	-2.0	-4.4	-17.7	1.1	-2.9	2.1
CC(OC(=O)c1ccccc1N1C(=O)C2C3CCC(C3)C2C1=O)C(=O)c1ccccc1 (configuration not stated)	21.0	5.5	26.8	-1.2	-2.4	16.0	0.0	-3.8	22.1
CCCCn1c(O)c(/C=C2\C=Nc3ccccc32)c(=O)[nH]c1=O	27.9	-16.9	-10.1	2.2	-0.1	-4.0	-1.0	-4.5	21.2
Cc1cc(C)c(S(=O)(=O)c2ccccc2)c(OC(=O)c2c(Cl)cc(Cl)cc2Cl)n1	-15.1	52.3*	35.6	5.8	-4.9	6.9	1.7	1.7	41.5*
O=C1CCCC2=C1C(c1cccs1)n1nc(SCc3ccccc3)nc1N2 (configuration not stated)	19.0	14.8	1.8	-1.0	0.5	12.1	-0.9	1.0	20.8
COc1ccc(OC)c(S(=O)(=O)Nc2cc3c4c(c2)CC(=O)N4CCC3)c1	4.1	1.2	-2.8	6.8	-0.8	-11.5	-2.2	4.2	3.9
CN(C)C(CNC(=O)CCC(=O)c1ccc(Br)cc1)c1ccccc1 (configuration not stated)	10.6	13.6	-3.6	0.7	-3.5	7.0	-2.3	-0.9	21.9
Cc1ccccc1SCCNC(=O)CCc1ccccc1	27.5	-2.5	12.3	nt	-4.1	-12.9	4.1	5.4	8.4
COc1ccc(C(C)C)cc1S(=O)(=O)n1ccnc1C	27.4	-7.4	18.0	4.9	-1.9	-2.8	-0.4	-0.1	23.8
CCOc1cc(/C=N/n2cnnc2)c(Br)cc1O	13.9	-0.3	-42.8	-1.6	-4.6	4.9	0.5	-2.6	-15.6
O=C(CCC(=O)N1CCN(Cc2ccc(F)cc2)CC1)Nc1nnc(C(F)(F)F)s1	1.0	19.1	13.3	-4.6	-3.7	3.1	3.2	-1.6	1.2
CN1C(=O)/C(=C/c2ccco2)SC1=Nc1ccc(N2CCOCC2)cc1	7.6	-0.7	3.8	4.6	-0.9	2.8	4.3	0.9	6.1
CSCCC(NC(N)=O)C(=O)NCc1cccc(Cl)c1 (configuration not stated)	7.7	-13.8	-17.6	-4.7	10.2	4.0	-0.2	-2.0	0.2
COc1ccc(NC(=O)c2cccc3c2C(=O)c2ccc(-c4cnc(OC)nc4)cc2S3(=O)=O)cc1	-1.7	7.4	-2.9	-5.3	2.0	4.9	1.7	1.0	21.5
COc1ccc(/C=N/N(C)C2=NCCN2)c(OC)c1OC	5.2	-21.1	-3.1	0.1	-3.4	1.5	-0.2	-2.0	15.7
COC(=O)c1ccc2c(c1)N(C)CCS2	19.2	-28.5	7.2	2.1	-3.4	1.8	2.4	-1.8	8.0
O=C(O)CCCCCn1c(SCc2cc(=O)n3cc(Cl)ccc3n2)nc2ccsc2c1=O	5.6	13.3	-2.3	1.1	-2.5	7.6	-0.5	-1.1	15.5
C[C@H](CO)N1C[C@H](C)[C@@H](CN(C)S(=O)(=O)c2ccccc2)Oc2ccc(NC(=O)CCC(F)(F)F)cc2C1=O	-5.6	2.7	-5.2	0.6	-1.7	6.6	-1.5	-3.7	2.0
CSc1c(CC(=O)NCCCO)n(Cc2ccccc2)c2ccccc12	0.6	8.1	-4.4	-6.4	-2.1	-8.2	0.2	-2.5	5.6
O=S1(=O)CCC(NC(=S)Nc2ccccc2)C1 (configuration not stated)	-17.1	2.9	-10.0	-1.1	-5.3	-8.4	0.0	-1.6	-14.9
CC1CCN(S(=O)(=O)c2ccc3c(c2)N(CC(=O)NCCCN2CCCCC2)C(=O)CS3)CC1	1.4	-9.3	6.7	1.7	-2.3	17.2	2.2	-0.4	0.4
CCn1ncc(C2=NOC(C(=O)NCc3ccc(Cl)cc3)C2)c1C (configuration not stated)	23.2	45.1	18.0	-5.8	-4.1	15.9	-0.5	8.2	27.1
O=C(CN1C(=O)S/C(=C/c2cccnc2)C1=O)N1CCOCC1	14.3	-9.6	6.6	-5.3	0.0	1.9	1.8	0.8	5.3
C(/C=C/c1ccco1)=N/N1CCN(c2ccccc2)CC1	19.7	-62.7	6.7	6.2	-1.6	11.4	5.4	3.0	32.3
COc1ccc(C2N(C(=O)N3CCOCC3)CCN2S(=O)(=O)c2ccc(C)cc2)cc1 (configuration not stated)	6.4	11.6	-2.8	-2.3	0.0	-4.7	1.2	1.1	29.2
Cc1nnc(NC(=O)CC(NC(=O)C(F)(F)F)c2ccccc2)s1 (configuration not stated)	-1.3	8.9	8.1	-13.6	-1.6	-10.7	2.8	-0.7	1.9
Cc1ccc(C)c(NC(=O)C2C(c3ccccc3)C2(Cl)Cl)c1 (configuration not stated)	15.7	13.9	10.4	-4.6	4.8	-1.4	-1.9	-1.3	-0.1
Cc1n[nH]c(=S)n1/N=C/c1ccc(-c2ccccc2[N+](=O)[O-])o1	26.1	17.2	16.6	-20.8	2.0	-3.3	3.1	2.1	17.8
Cc1cc(C(=O)Nc2c(C)nn(Cc3c(Cl)cccc3Cl)c2C)no1	12.2	24.4	9.4	-1.0	-1.7	-11.3	0.0	-0.4	17.0
O=C(Nc1c(C(=O)Nc2ccccc2)cnn1-c1ccccc1)c1ccco1	23.8	1.9	16.9	4.0	-3.0	-13.2	0.7	-1.0	26.6
CC(=O)Nc1ccc(S(=O)(=O)N2C3CCCC2CC(NC(=O)C2CCCCC2)C3)cc1 (configuration not stated)	-2.9	25.8	6.0	3.1	-5.8	2.7	-0.3	-0.5	9.0
CN1CCN(C(c2ccccc2)c2ccc(Cl)cc2)CC1 (configuration not stated)	4.4	36.1	26.4	-2.3	-3.1	7.7	-1.9	-5.7	36.7
Nc1ccc(S(=O)(=O)Nc2nccc(/C=C/c3ccc([N+](=O)[O-])cc3)n2)cc1	5.4	17.3	2.9	-13.7	0.9	-16.6	1.3	-0.2	-15.7
COc1ccc(CCNc2nc3ccccc3n3cnnc23)cc1OC	9.0	-11.5	-5.9	2.3	-1.3	-7.8	3.3	5.0	-7.2
CC(=O)N1CCN(c2ccc(Nc3ncnc4c3oc3ccccc34)cc2)CC1	19.6	-5.7	24.8	-26.0	-0.9	-40.3	1.1	7.3	13.9
C/C(=N/NC(=O)C1CC1(c1ccccc1)c1ccccc1)c1cccs1 (configuration not stated)	3.8	-2.5	6.2	-6.6	-1.6	-3.0	1.4	0.0	34.5
COCCn1nnnc1SCC(=O)N1CCCCC1	3.8	6.0	-3.1	-11.1	-5.0	-6.4	2.7	-1.1	11.9
CCOC(=O)c1cnc(SCc2cccc3ccccc23)nc1N	-12.3	-19.7	-3.4	10.7	-4.8	19.1	-0.3	6.6	19.1
Cc1nnc(NC(=O)c2ccc(N3CCCC3=O)cc2)s1	4.0	3.4	4.1	3.7	-5.0	10.8	3.2	-1.2	-4.8
COc1ccc(-c2csc(NC(=S)NC(=O)c3ccc(S(=O)(=O)N(C)C)cc3)n2)cc1OC	-2.1	70.4*	-16.7	7.9	3.2	15.4	6.7	2.5	-8.9
O=C(Nc1ccc2[nH]ncc2c1)c1cccc(F)c1	2.2	4.3	2.3	-10.7	-4.2	-13.0	0.5	-0.4	-2.7
CCCCN(CC)CCNC(=S)Nc1ccc2nc(N3CCN(C)CC3)cc(C)c2c1	-13.9	66.7*	-15.9	4.6	-4.4	16.7	-1.2	-6.3	-0.3
C=CCn1c(-c2ccc(N)cc2)nc2ccccc21	15.5	-63.4	1.9	17.6	-2.3	29.7	2.7	-0.6	19.3
COc1ccc(NC(=O)CSc2nc(SC)ns2)cc1	-3.3	-97.0	-1.1	-1.7	-0.6	13.5	3.3	4.6	-31.1
COc1ccccc1C(=O)O/N=C(/c1ccncc1)c1ccc([N+](=O)[O-])cc1	35.8	7.5	30.3	0.6	2.6	-21.9	-0.9	1.6	47.1*
Cc1ccc(NC(=O)CN(C)C(=O)c2ccc(NS(=O)(=O)c3cccc([N+](=O)[O-])c3)cc2)cc1	9.3	-8.3	9.3	1.0	-1.4	-3.0	-1.0	-1.9	-8.9
COc1ccccc1NC(=O)c1cccc(S(=O)(=O)N2CCOCC2)c1	26.0	3.9	6.3	-16.1	-4.4	20.2	3.0	-1.1	19.5
CN1C(C(=O)NCc2ccco2)CC2Cn3c(nc4cc5ccccc5cc43)C21 (configuration not stated)	11.5	6.7	8.8	-8.8	-3.6	-11.4	1.0	2.3	1.1
O=C(O)c1cc(-c2cccs2)nn1-c1cccc(Cl)c1	-0.8	-5.6	-0.3	9.1	-0.3	8.5	1.2	-0.3	11.3
COc1ccccc1CN1CC(C(=O)N(C)CCOc2ccccc2)CCC1=O (configuration not stated)	13.6	-0.9	3.4	2.5	-6.5	6.3	-1.3	-0.9	8.2
NC(=O)c1cccc(CS(=O)(=O)c2ccc(Cl)cc2)c1	5.7	16.3	2.7	3.5	-2.8	4.8	-1.8	-1.2	6.2
CCn1nc(C(=O)NNC(=O)COc2ccccc2C)c2ccccc2c1=O	-1.8	-3.3	-15.4	10.7	-1.5	-15.8	2.1	-1.9	0.9
COc1ccc(C(=O)n2cnc3ccccc32)cc1[N+](=O)[O-]	11.2	-3.4	-6.6	-4.8	0.2	0.4	2.5	-1.7	0.6
O=S(=O)(c1ccc(S(=O)(=O)N2CCC3(CC2)OCCO3)cc1)N1CCCC1	11.1	11.6	-1.0	4.3	-2.2	-1.3	13.8	-1.1	10.4
O=C(NC1CCCC1)C(c1ccncc1)N(C(=O)Cc1cccs1)c1cccc(F)c1 (configuration not stated)	17.0	5.1	-5.1	2.9	0.8	-0.6	-1.4	-2.5	3.7

As entered above.
APJ ag with NC(=O)c1cccc(CS(=O)(=O)c2ccc(Cl)cc2)c1 = -2.8
CXCR6 block with O=C(O)c1cc(-c2cccs2)nn1-c1cccc(Cl)c1 = 9.1

Limited to CHOP UPR activ, for some of the entries so far:
SMILES	CHOP UPR activ
O=C(O)c1cc(-c2cccs2)nn1-c1cccc(Cl)c1	1.2
CCn1nc(C(=O)NNC(=O)COc2ccccc2C)c2ccccc2c1=O	2.1

Bioassay records: PubChem, Sanford-Burnham Center for Chemical Genomics

The list is partial (hit frequency here may not be typical).
